MITF inh: human MITF inhibition, primary screen | O75030 | AlphaScreen MITF homodimerization, bead proximity signal | inhibition, % at 2.6 µM | 650,000 compounds, 0.91% hits | AID 1259374; in the data active means inhibition above about 50%;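 further: 0% = vehicle wells with protein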
Target sequence (O75030 whole entry, looked up): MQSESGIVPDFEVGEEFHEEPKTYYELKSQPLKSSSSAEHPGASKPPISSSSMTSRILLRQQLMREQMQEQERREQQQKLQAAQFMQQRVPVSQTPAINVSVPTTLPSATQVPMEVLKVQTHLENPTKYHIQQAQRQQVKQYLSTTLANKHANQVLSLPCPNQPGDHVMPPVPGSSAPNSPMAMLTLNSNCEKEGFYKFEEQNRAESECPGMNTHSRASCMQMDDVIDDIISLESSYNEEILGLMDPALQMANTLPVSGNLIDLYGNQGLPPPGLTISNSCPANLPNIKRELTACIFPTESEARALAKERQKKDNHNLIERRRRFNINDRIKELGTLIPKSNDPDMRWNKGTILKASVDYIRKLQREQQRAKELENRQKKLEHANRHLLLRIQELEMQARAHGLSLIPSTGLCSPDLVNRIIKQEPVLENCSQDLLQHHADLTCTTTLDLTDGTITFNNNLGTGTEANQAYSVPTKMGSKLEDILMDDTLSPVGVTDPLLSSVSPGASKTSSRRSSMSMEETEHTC
GPR151 ag: activates the human receptor GPR151. Q8TDV0. PathHunter beta-arrestin GPR151 cells, luminescence. activation, % at 11.2 µM. 650,000 compounds, 1% hits; in the data active means activation above about 4.9%;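 further: 0% = median of compound wells and 100% = cells with positive control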
Target sequence (Q8TDV0 whole entry, looked up): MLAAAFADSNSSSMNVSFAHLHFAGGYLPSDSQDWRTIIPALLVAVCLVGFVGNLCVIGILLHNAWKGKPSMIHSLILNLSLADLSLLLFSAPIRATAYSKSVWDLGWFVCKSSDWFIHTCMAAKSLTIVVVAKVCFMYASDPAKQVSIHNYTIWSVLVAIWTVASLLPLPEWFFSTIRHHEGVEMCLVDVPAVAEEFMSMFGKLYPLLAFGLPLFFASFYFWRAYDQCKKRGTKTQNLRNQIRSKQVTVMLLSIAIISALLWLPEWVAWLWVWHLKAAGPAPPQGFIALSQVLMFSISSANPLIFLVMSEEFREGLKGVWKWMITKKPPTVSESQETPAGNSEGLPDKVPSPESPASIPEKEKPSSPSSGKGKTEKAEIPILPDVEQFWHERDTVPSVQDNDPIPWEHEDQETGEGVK
FBW7 activator: activators of human E3 ligase FBW7. AID 1259310. Q969H0. AlphaScreen FBW7–phospho-cyclin E peptide binding, activator screen. 650,000 compounds, 0.13% hits. normalized activity (activation), % at 26.1 µM; in the data active means normalized activity above about 1.9%;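 further: purified mutant Fbw7 with reduced substrate affinity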
TEAD-YAP block: TEAD-YAP interaction inhibition; HEK-TIYL cells, TEAD-Gal4/YAP UAS-luciferase luminescence; inhibition, % at 9.12 µM; 640,000 compounds, 1.4% hits; AID 1259422; in the data active means inhibition above about 32%;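 further: 0% = median of test compound wells and 100% = reference inhibitor wells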
* = called active by the depositor.

SMILES | MITF inh | GPR151 ag | FBW7 activator | TEAD-YAP block
Cc1ccccc1C(NC(=O)C1CCN(C(=O)NC(C)(C)C)CC1)c1ccccn1 (configuration not stated) | -18 | 0.1 | 0.0 | -5
COc1ccccc1N1CCN(C(=O)CN2CC=C[C@@H]2C(=O)NCCc2ccccc2)CC1 | -22 | 0.4 | 0.1 | 42*
O=C(NCc1cccc(Cl)c1)c1ccc2c(=O)n(C3CCCCC3)c(SCc3cccc(Cl)c3)nc2c1 | 13 | -0.9 | 0.0 | 8
O=C(N/N=C/c1ccccc1O)c1ccc(CN2CCOCC2)cc1 | -3 | -0.9 | -0.1 | -1
COc1ccc(C2C3=C(CC(C)(C)CC3=O)OC3=C2C(=O)CC(C)(C)C3)cc1C(=O)O | 0 | 1.3 | 0.0 | -2
Cc1cccn2c(CNCCN3CCOC3=O)c(C(=O)N3CCCCC3)nc12 | -13 | 0.1 | -0.2 | 1
COc1ccc(/C=C/C(=O)OCC(=O)COC(=O)/C=C/c2ccc(OC)cc2)cc1 | -1 | 2.2 | 0.2 | -1
CCCN1CCN(C(=O)c2cn(-c3ccc(Cl)cc3)c(=O)c3ccccc23)CC1 | 9 | 1.2 | 0.1 | 14
COC(=O)c1ccc(N=Cc2c(O)n(C)c(=O)[nH]c2=O)cc1 | 0 | -0.9 | -0.3 | -3
COc1ncc(CN2CCc3ccc(NC(=O)c4ccccc4Cl)cc3C2)cn1 | 3 | 2.6 | 0.0 | -1
COc1ccccc1-n1c(SCC(=O)O)nc2c(sc(=S)n2-c2ccc(C)c(C)c2)c1=O | 14 | -2.1 | 0.4 | 2
CCCCNC(=O)C(=O)Nc1ccc(C)c(C)c1 | 9 | -0.4 | -0.1 | -49
Cc1cc(=O)n2nc(N3CCCC(C(=O)NC4CCCCC4C)C3)sc2n1 (configuration not stated) | 4 | -0.8 | 0.8 | 5
CCOc1ccc(NC(=O)n2ncc3c(C)cccc32)cc1 | -1 | -2.1 | -0.1 | -52
COC(=O)c1c(NC(=O)c2ccc(S(=O)(=O)N(C)c3ccccc3)cc2)sc2c1CCN(C(C)=O)C2 | 3 | -1.6 | 0.0 | 14
COC(=O)CNC(=O)c1cnn(-c2ncc3c(n2)-c2cc(OC)ccc2CC3)c1C1CC1 | 20 | -0.6 | -0.2 | 6
COCCCNS(=O)(=O)c1ccc(C)cc1 | 4 | 1.4 | 0.1 | -12
CCC(CO)Nc1ncnc2nc[nH]c12 (configuration not stated) | -2 | 1.9 | 0.0 | 10
Cc1nnc(SCC(=O)Nc2nc(-c3ccc(Cl)cc3)ns2)s1 | 0 | 5.2* | -0.1 | -9
O=[N+]([O-])c1ccc(N2CCN(Cc3ccccc3)CC2)c(S(=O)(=O)N2CCOCC2)c1 | -3 | -0.1 | -0.2 | -10
CCOC(=O)C1(Cc2cccc(OC)c2)CCN(Cc2ccc(C)o2)CC1 | -12 | -1.0 | -0.2 | 2
O=C(Cc1ccccc1)n1nc(-c2cccnc2)nc1NCc1cccs1 | 57* | 0.3 | 0.9 | -16
CSc1ccc(CN2CCN(S(=O)(=O)c3ccc4ccccc4c3)CC2)cc1 | 1 | 0.8 | 0.0 | 1
O=C(NC1CCCC1)C1CCN(C(=O)Nc2ccc(F)cc2)CC1 | 22 | -2.8 | 0.0 | -37
COC(=O)C1=CN(Cc2ccc(OC)cc2)C=C(C(=O)OC)C1c1cccc(OC)c1OC | -6 | -0.3 | 1.0 | -11

The list goes on; the last two above are carried over.
SMILES | MITF inh | GPR151 ag | FBW7 activator | TEAD-YAP block
O=C(NC1CCCC1)C1CCN(C(=O)Nc2ccc(F)cc2)CC1 | 22 | -2.8 | 0.0 | -37
COC(=O)C1=CN(Cc2ccc(OC)cc2)C=C(C(=O)OC)C1c1cccc(OC)c1OC | -6 | -0.3 | 1.0 | -11
Cc1ccc(S(=O)(=O)N2CCC(N3CCN(c4ccccc4)CC3)CC2)cc1 | 9 | 0.1 | -0.1 | 6
CC(=O)c1ccc(NC(=S)NNC(=O)c2ccncc2)cc1 | 14 | -0.5 | 0.0 | -24
CCOc1ccc(NC(=O)CC2S/C(=N\N=C(/C)c3ccccc3)NC2=O)cc1 (configuration not stated) | 5 | -0.9 | -0.1 | 4
CNc1nc2c(C)cccn2c(=O)c1/C=C1\SC(=S)N(CCc2ccccc2)C1=O | 6 | -0.2 | 0.5 | -18
CCc1ccc(C2C(C(=O)O)c3ccccc3C(=O)N2C)cc1 (configuration not stated) | 6 | 1.5 | 0.1 | 2
COC(=O)CS(=O)(=O)c1cc([N+](=O)[O-])cc([N+](=O)[O-])c1NC(=O)OC | -10 | 2.1 | -0.1 | -3
c1ccc(Cc2ccc(Oc3ncnc4sc(-c5ccccc5)cc34)cc2)cc1 | 9 | 1.9 | 0.0 | 6
O=C(/C=C/c1cccs1)Nc1nn[nH]n1 | 11 | 0.7 | -0.1 | -4
CCOC(=O)C1CCCN(C(c2ccccn2)c2c(C)[nH]c3ccccc23)C1 (configuration not stated) | 10 | -0.5 | 0.3 | 6
NNc1nc2c(-c3ccc(F)cc3)nnn2c2ccccc12 | 9 | -1.4 | 0.0 | -51
CC1(C)Cc2cccc(OCc3ccc(C(=O)N4CCOCC4)cc3)c2O1 | 5 | -2.7 | 0.4 | -11
Cc1ccsc1/C=N/NC(=O)c1cc(I)ccc1O | 3 | -2.0 | 0.0 | -30
COc1ccc(/C=N/NC(=O)c2no[n+]([O-])c2C)cc1 | 11 | -1.0 | -0.1 | 0
Nc1nc(N)n(-c2ccccc2)n1 | 9 | -0.6 | 0.0 | 3
CC1=CC(C)C/C1=N\Nc1ccc([N+](=O)[O-])cc1[N+](=O)[O-] (configuration not stated) | -1 | -0.9 | -0.1 | -1
CC(=O)c1ccc(N2CCN(S(=O)(=O)c3ccc(C)cc3)CC2)c(F)c1 | 9 | 1.6 | 0.1 | 5
O=C(c1ccc2c(c1)OCO2)N1CCC(c2nc3ccccc3[nH]2)CC1 | -2 | -0.1 | -0.1 | -2
COc1ccc2c(c1)c(C)n/c(=N\C(N)=NC(=O)c1ccccc1)n2C(=O)c1ccccc1 | 2 | 2.0 | -0.1 | -6
NC(=O)c1nc(-c2cccc3ccccc23)nc2c1[nH]c(=O)n2CC1CCCO1 (configuration not stated) | 0 | 0.2 | 0.0 | 7
CCn1cnc2ccc(N3Cc4ccccc4C3=N)cc21 | 10 | -1.2 | 0.1 | -10
COc1cc(/C=C/c2nc3ccc([N+](=O)[O-])cc3s2)cc(OC)c1O | -19 | 0.1 | 0.0 | 4
CC(=O)c1ccccc1-c1ccc2c(c1)CC(CNC(=O)c1occc1C)O2 (configuration not stated) | 8 | 1.3 | 0.0 | -14
CC(=O)c1ccc(NC(=O)CN2CCC(NC(=O)C(C)(C)C)CC2)cc1 | 0 | 0.1 | 0.0 | -7
O=C1NC(Nc2nc3ccccc3s2)(C(F)(F)F)C(=O)N1Cc1ccccc1 (configuration not stated) | 3 | -0.4 | -0.1 | -8
O=C(Cc1ccc(F)cc1)Nc1ccccc1Br | 14 | -2.1 | 0.1 | -6

More results
SMILES | MITF inh | GPR151 ag | FBW7 activator | TEAD-YAP block
COCCCNC(=S)Nc1ccn(Cc2c(F)cccc2Cl)n1 | -4 | -0.2 | 0.0 | 3
CCCNS(=O)(=O)c1c[nH]c(C(=O)OC)c1 | -12 | -1.2 | -0.1 | -6
CCCN1C(=N)/C(=C\c2ccc(C(=O)OC)cc2)C(=O)NC1=O | 15 | -1.4 | -0.1 | 8
Oc1ccc(Cl)cc1/C=N/c1nc2ccccc2[nH]1 | -5 | 1.6 | -0.1 | -13
O=C(NCC1CCCO1)c1cc2n(n1)C(C(F)(F)F)CC(c1ccc(F)cc1)N2 (configuration not stated) | -4 | 1.9 | 0.3 | 1
CCOc1ccc2sc(C=NCc3ccc(OC)cc3)c(O)c2c1 | 26 | 2.9 | -0.2 | -17
N#C/C(=C\c1ccccc1)C(=O)Nc1cccc2c(=O)[nH][nH]c(=O)c12 | -1 | 0.5 | -0.2 | 0
O=C(CC1(O)C(=O)Nc2ccc(Br)cc21)c1ccc(Cl)cc1 (configuration not stated) | 9 | -0.9 | 0.1 | 0
CC(C(=O)NCc1ccc(F)cc1)(C(F)(F)F)C(F)(F)F | 0 | 0.7 | 0.0 | 4
CC(C)C[C@@H]1NC(=O)[C@@H]2C[C@H](NCc3ccsc3)CN2C1=O | 11 | -1.0 | 1.1 | 15
COc1ccc(OC(=O)c2sc3ncn(Cc4cccc(F)c4)c(=O)c3c2C)cc1 | 8 | 2.3 | 0.2 | 6
CCCCC(=O)NCc1ccc(C)cc1 | 7 | -0.1 | -0.1 | 10
COc1ccc(C2CC(C(F)(F)F)n3nc(C(=O)N4CCN(C)CC4)c(Cl)c3N2)cc1 (configuration not stated) | 5 | 2.7 | -0.1 | -4
CC(C)n1c(-c2cccc(N)c2)nc2c(Nc3ccc(Oc4ccccc4)cc3)ncnc21 | 6 | -1.0 | -0.1 | 7
Cc1ccc(NC(=O)NC(=O)CCl)c(C)c1 | -9 | -2.6 | 0.0 | 6
Cc1nc2nc(SCC(=O)NCCc3ccccc3)nn2c(C)c1Cc1ccc(Cl)cc1 | -5 | 0.4 | -0.3 | 3
Cc1cccc(CCNc2c(-c3ccccc3)c(=O)c2=O)c1 | 2 | 1.4 | 0.7 | 13
Cc1sc2nc(CN3CCCC3)nc(NCCc3ccc(S(N)(=O)=O)cc3)c2c1C | -14 | -0.6 | -0.1 | -9
O=C(COc1ccccc1Br)NCc1cccnc1 | 2 | -1.7 | 0.5 | -22
COc1ccc(CCNC(=O)C(C)Oc2ccc(Br)cc2)cc1 (configuration not stated) | -6 | 1.9 | 0.7 | 0
Cc1nn(CC(=O)Nc2c(Cl)cccc2Cl)c(=O)c2ccccc12 | 5 | 1.6 | 0.1 | 10
COc1ccccc1CN1CCN(Cc2ccccn2)CC1 | 65* | 1.2 | -0.1 | -1
CCn1c(CN2CCN(c3ccccc3)CC2)nc2c1c(=O)n(C)c(=O)n2C | 0 | 2.1 | -0.2 | 46*
Cc1cc(-c2cnc(N3CCCC3)nc2C2CCCN(Cc3ccccn3)C2)on1 (configuration not stated) | 13 | -1.5 | -0.1 | 1
COc1ccc2c(c1OC)C(=O)N(c1ccc(I)cc1)C2=O | 5 | -0.1 | 0.1 | -4

Entries above with a furan ring, fused or not:
SMILES | MITF inh | GPR151 ag | FBW7 activator | TEAD-YAP block
CCOC(=O)C1(Cc2cccc(OC)c2)CCN(Cc2ccc(C)o2)CC1 | -12 | -1.0 | -0.2 | 2
CC(=O)c1ccccc1-c1ccc2c(c1)CC(CNC(=O)c1occc1C)O2 (configuration not stated) | 8 | 1.3 | 0.0 | -14

The list continues:
SMILES | MITF inh | GPR151 ag | FBW7 activator | TEAD-YAP block
COc1ccc(NC(=O)c2ccc(OCC(=O)Nc3ccccc3)cc2)cc1Cl | -6 | 3.6 | -0.1 | -1
CCOc1ccc(/C=C(\NC(=O)c2ccccc2)C(=O)NC)c2ccccc12 | 6 | -0.1 | 0.6 | 0
CCCCc1ccc(/C(C)=N/Nc2nc(C)cc(=O)[nH]2)cc1 | 0 | -0.5 | -0.2 | -3
CCn1c(=N)n(CC(=O)O)c2ccccc21 | -4 | 0.4 | 0.0 | -5
Cc1cc(C)c(NC(=O)/C=N/OCC(=O)Nc2sc3c(c2C(N)=O)CCC3)c(Cl)c1 | 7 | 1.5 | 0.3 | 16
CC1CCCC(C)N1C(=O)Cn1c(SCC(=O)NC(C)(C)C)nc2ccccc21 (configuration not stated) | 4 | 0.0 | 0.1 | 6
COC(=O)c1ccc(/C=N/NC(=O)CCn2cnc3ccccc32)cc1 | 0 | -0.9 | 0.1 | -1
CC(=O)Nc1ccc(NC(=O)C(C)Sc2ccc(Cl)cc2)cc1 (configuration not stated) | 7 | 1.6 | -0.8 | 1
COc1cccc(C(=O)NC(C)(C)C)c1OC | 1 | 0.9 | 0.0 | 9
Cc1ccc(C(=O)Nc2ccc3nc(SCC(=O)NC4CCCCC4)sc3c2)cc1 | 1 | -1.4 | -0.1 | -4
CCC(CO)NS(=O)(=O)c1cc(-c2n[nH]c(=O)c3ccccc23)ccc1C (configuration not stated) | 0 | -1.9 | 0.0 | 4
Nc1c(O)cc2c3c(cccc13)C(=O)N(c1cccc(C(F)(F)F)c1)C2=O | -5 | 1.4 | 0.0 | -20
CCOc1cc(CN2CCN(S(=O)(=O)c3ccccc3[N+](=O)[O-])CC2)ccc1OC | 66* | 1.9 | 0.2 | -10

As a working copy, part of the list above.
SMILES | MITF inh | GPR151 ag | FBW7 activator | TEAD-YAP block
COc1ccc(NC(=O)c2ccc(OCC(=O)Nc3ccccc3)cc2)cc1Cl | -6 | 3.6 | -0.1 | -1
CCOc1ccc(/C=C(\NC(=O)c2ccccc2)C(=O)NC)c2ccccc12 | 6 | -0.1 | 0.6 | 0
CCCCc1ccc(/C(C)=N/Nc2nc(C)cc(=O)[nH]2)cc1 | 0 | -0.5 | -0.2 | -3
CCn1c(=N)n(CC(=O)O)c2ccccc21 | -4 | 0.4 | 0.0 | -5

Screening results: PubChem, The Scripps Research Institute Molecular Screening Center
